Screening results (PubChem)
FBW7 act: FBW7 E3 ligase activators, primary screen, biochemical, AlphaScreen, human; F-box/WD repeat-containing protein 7 (Homo sapiens), Q969H0; AlphaScreen FBW7–phospho-cyclin E peptide binding, activator screen; normalized activity (activation), % at 26.1 µM; 0.13% of 650,000 active; AID 1259310, 2017; in the data active means normalized activity above about 1.9%;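 further: purified mutant Fbw7 with reduced substrate affinity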
TEAD-YAP block: TEAD-YAP interaction inhibition, primary screen, TEAD-YAP interaction inhibitor project, luminescence, HEK-TIYL cells; TEAD-Gal4/YAP UAS-luciferase luminescence; inhibition, % at 9.12 µM; 1.4% of 640,000 active; AID 1259422, 2018; in the data active means inhibition above about 32%;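 further: 0% = median of test compound wells and 100% = reference inhibitor wells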
GPR151 activ: activators of human GPR151, primary screen, cell-based, PathHunter beta-arrestin, luminescence | G-protein coupled receptor 151 (Homo sapiens), Q8TDV0 | PathHunter beta-arrestin GPR151 cells | activation, % at 11.2 µM | 1% of 650,000 active; in the data active means activation above about 4.9%;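 further: 0% = median of compound wells and 100% = cells with positive control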
Target sequence (Q8TDV0 whole entry, looked up): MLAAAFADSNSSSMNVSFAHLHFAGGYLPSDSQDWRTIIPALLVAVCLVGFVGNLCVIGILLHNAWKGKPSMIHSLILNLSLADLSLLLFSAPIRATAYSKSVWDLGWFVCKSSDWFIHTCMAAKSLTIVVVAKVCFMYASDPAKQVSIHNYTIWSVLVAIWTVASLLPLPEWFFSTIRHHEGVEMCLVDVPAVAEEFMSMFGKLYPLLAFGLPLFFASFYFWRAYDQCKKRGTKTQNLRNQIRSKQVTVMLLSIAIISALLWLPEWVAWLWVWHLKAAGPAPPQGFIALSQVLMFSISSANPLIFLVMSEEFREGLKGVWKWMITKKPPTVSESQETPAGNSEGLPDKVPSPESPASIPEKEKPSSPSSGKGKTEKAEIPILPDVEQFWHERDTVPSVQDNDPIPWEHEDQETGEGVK
MITF primary: MITF inhibitors, primary screen, biochemical, AlphaScreen, human; Microphthalmia-associated transcription factor (Homo sapiens), O75030; AlphaScreen MITF homodimerization, bead proximity signal; inhibition, % at 2.6 µM; 0.91% of 650,000 active; AID 1259374, 2018; in the data active means inhibition above about 50%;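 further: 0% = vehicle wells with protein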
Target sequence (O75030 whole entry, looked up): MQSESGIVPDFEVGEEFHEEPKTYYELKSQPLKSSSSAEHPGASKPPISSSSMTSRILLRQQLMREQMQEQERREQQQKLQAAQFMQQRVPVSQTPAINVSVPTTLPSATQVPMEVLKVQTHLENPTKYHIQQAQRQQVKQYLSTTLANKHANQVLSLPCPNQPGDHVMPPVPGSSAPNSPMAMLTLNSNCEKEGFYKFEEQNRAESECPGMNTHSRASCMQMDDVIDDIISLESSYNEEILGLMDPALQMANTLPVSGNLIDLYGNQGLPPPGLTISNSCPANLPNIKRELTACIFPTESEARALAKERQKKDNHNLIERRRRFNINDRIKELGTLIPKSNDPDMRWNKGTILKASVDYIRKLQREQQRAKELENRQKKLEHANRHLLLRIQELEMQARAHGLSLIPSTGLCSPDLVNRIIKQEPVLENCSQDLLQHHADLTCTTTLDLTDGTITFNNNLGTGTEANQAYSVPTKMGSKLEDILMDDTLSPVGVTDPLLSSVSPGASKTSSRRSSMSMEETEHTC
Starred values were filed as active, the others as inactive.

SMILES	FBW7 act	TEAD-YAP block	GPR151 activ	MITF primary
COc1cccc(-c2cc(C(=O)Nc3ccc(OC)c(OC)c3)on2)c1	0.1	-6	-1.3	12
COc1cccc(CNS(=O)(=O)c2cccc(S(=O)(=O)N3CCOCC3)c2)c1	0.1	4	-1.1	20
CC1CCN(S(=O)(=O)c2ccc(C(=O)Nc3nc(-c4ccncc4)cs3)cc2)CC1	0.0	-10	4.9*	-9
Cc1ccc(NC(=O)COc2ccccc2[N+](=O)[O-])c(Br)c1	0.0	-72	-0.8	6
O=[N+]([O-])c1cccc(S(=O)(=O)Nc2cccc(N3CCCC3)c2)c1	-0.2	8	-1.1	13
Cc1cccc(N(CC(=O)Nc2c(C)cccc2C)S(C)(=O)=O)c1C	0.1	-2	2.3	4
CC(C(=O)Nc1ccccc1C(=O)N1CCCC1)N(c1ccc(Cl)cc1)S(C)(=O)=O (stereo unspecified)	0.1	9	0.1	6
Cc1cccc(-c2nc(Nc3cc(Cl)ccc3C)c3ccccc3n2)c1	0.6	6	0.6	11
COc1ccc(-c2noc(CCC(=O)N3CCCC3)n2)cc1OC	0.4	-11	2.5	-12
COc1cccc(C(=O)NCc2nnc(SCC(=O)N3CCc4ccccc43)n2-c2cc(C)ccc2C)c1	0.6	-3	-1.0	3

Reprinted at random: 2 entries already listed
SMILES	FBW7 act	TEAD-YAP block	GPR151 activ	MITF primary
Cc1cccc(-c2nc(Nc3cc(Cl)ccc3C)c3ccccc3n2)c1	0.6	6	0.6	11
Cc1cccc(N(CC(=O)Nc2c(C)cccc2C)S(C)(=O)=O)c1C	0.1	-2	2.3	4

Continuation:
SMILES	FBW7 act	TEAD-YAP block	GPR151 activ	MITF primary
COC(=O)c1c(NC(=O)CC2Nc3ccccc3NC2=O)sc2c1CCCC2 (stereo unspecified)	0.4	4	0.3	10
Cc1ccc2c(c1)-c1c(sn(-c3ccc(Cl)cc3C)c1=S)C(C)(C)N2	0.1	-5	-1.3	16
Cc1ccc(NC2=C(C(=O)c3ccccc3)C(c3ccccc3)N(c3ccccn3)C2=O)cc1 (stereo unspecified)	0.0	2	3.6	12
N#Cc1c(-c2ccccc2)nc(SCCN2C(=O)c3ccccc3C2=O)[nH]c1=O	0.3	-1	-0.9	-12
CC(C)c1ccc(Nc2nccn3c(-c4ccc5c(c4)OCO5)cnc23)cc1	-0.3	-12	0.3	17
COC(=O)c1ccc(COC(=O)c2ccc(N)c([N+](=O)[O-])c2)cc1	-0.1	-10	-1.0	11
Cc1cc(C)c2c(c1)Cc1cc3ccccc3nc1-2	0.1	-15	1.4	5
O=C1CN(C(=O)c2cccc(Br)c2)C(c2ccccc2)c2cc(Br)ccc2N1 (stereo unspecified)	1.3	-4	-0.7	9
COc1ccccc1-c1ccc(=O)n(CC(=O)Nc2ccc(C(=O)N3CCCC3)cc2)n1	4.1*	-3	-0.8	4
Cc1sc(NC(=O)COc2ccccc2)c(C(N)=O)c1-c1ccccc1	0.1	75*	-0.1	4
CCN(CC)c1ccc([N+](=O)[O-])cc1/C=N/n1cnnc1	0.2	8	1.4	8
COc1ccc(C(=O)Nc2nnc(-c3ccccc3C)s2)c(OC)c1	0.1	-11	1.1	-7
Cc1ccc(C)c(OCc2nnc(SCC(=O)NC(N)=O)o2)c1	0.0	1	-1.0	1
O=C(O)c1cccc(CSc2nnc(COc3ccccc3)o2)c1	-0.2	17	0.5	13
O=C(NCCc1nc(-c2ccncc2)n[nH]1)c1ccco1	0.1	2	0.6	4
O=C(OCc1ccccc1)N1CCN2C(=O)[C@H]3CCCN3C(=O)[C@H]2C1	-0.4	-6	1.7	-1
O=C(N/N=C(\c1ccccc1)c1cccnc1)c1ccccc1[N+](=O)[O-]	0.1	2	0.1	14
O=C(CN1CCC(n2cnc3cccnc32)CC1)N1CCCCC1	0.3	10	0.6	12
CCC[C@@H]1NC(=O)[C@H]2CN(Cc3ccccc3)CCN2C1=O	0.0	-6	-0.5	15
CCOc1cc(/C=C2/C(=N)N3N=C(C(C)C)SC3=NC2=O)ccc1OCCOc1ccc(C)cc1C	-0.1	10	0.6	-11
C#CCNC(=O)c1cnc2sccn2c1=O	-0.1	8	-0.4	-3
Cc1ccc(NC(=S)NC2CCCc3ccccc32)cc1 (stereo unspecified)	-0.2	-2	-0.5	7
Cc1ccc(C)c(CSc2nc3ccsc3c(=O)n2CCCCC(=O)O)c1	0.0	57*	0.4	2
COc1ccc(-c2noc(CN(C)S(=O)(=O)c3ccccc3)n2)cc1OC	-0.3	-6	4.0	-12
CC(C)CNC(=O)c1ccc(N2CC3CC(C2)c2cccc(=O)n2C3)c(NS(=O)(=O)c2ccc(Br)cc2)c1 (stereo unspecified)	-0.3	0	0.8	-1
CCOc1ccccc1-c1nc(-c2ccc([N+](=O)[O-])cc2)no1	-0.1	-7	3.7	-9
COc1cc(/C=C/C(=O)c2c(O)cc(C)oc2=O)ccc1O	-0.1	-5	0.3	-4
COc1ccccc1NCN1C(=O)CCC1=O	0.1	5	-2.4	10
CN1C(C(=O)NCC23CC4CC(CC(C4)C2)C3)=CC(c2ccco2)=NS1(=O)=O	-0.1	-2	-0.2	-2
COC1C=CC(CNC(=O)c2sc3nc(-c4cccc([N+](=O)[O-])c4)cn3c2C)(OC)O1 (stereo unspecified)	-0.4	6	-0.6	-8

The final 3 compounds of the part above lead into the next:
SMILES	FBW7 act	TEAD-YAP block	GPR151 activ	MITF primary
COc1ccccc1NCN1C(=O)CCC1=O	0.1	5	-2.4	10
CN1C(C(=O)NCC23CC4CC(CC(C4)C2)C3)=CC(c2ccco2)=NS1(=O)=O	-0.1	-2	-0.2	-2
COC1C=CC(CNC(=O)c2sc3nc(-c4cccc([N+](=O)[O-])c4)cn3c2C)(OC)O1 (stereo unspecified)	-0.4	6	-0.6	-8
COc1ccc(S(=O)(=O)N2CCN(CCC(=O)O)CC2)cc1	0.0	7	-1.4	11
CC(C)(C)NCC(O)COc1ccccc1C(=O)CCc1ccccc1 (stereo unspecified)	0.8	11	-0.1	11
O=C(NCc1ccccc1Cl)c1ccc(CNS(=O)(=O)c2ccc(F)cc2)cc1	0.0	-4	1.3	-10
CN(C)CC(C)(O)c1ccc2c(c1)CN(Cc1c(F)ccc(F)c1F)CCO2 (stereo unspecified)	-0.1	-1	0.5	-7
CN1C(=O)C(=Cc2ccc(C(F)(F)F)cc2)C(=O)N(C)C1=O	-0.5	-3	-1.5	17
COC(=O)Cc1c(C)c2cc(Cl)c(OCC(=O)OC(C)(C)C)cc2oc1=O	0.0	-7	2.8	-12
Cc1cc(-c2cnc(N3CCCC3)nc2C2CCN(Cc3ccnn3C)CC2)on1	0.0	-14	0.3	7
CCC(C)NC(=O)C1CCC(CNc2c(N3CCOCC3)c(=O)c2=O)CC1 (stereo unspecified)	0.0	3	0.4	3
O=C(Nc1ncc2c(n1)CC(c1ccc(F)cc1)CC2=O)c1ccccc1 (stereo unspecified)	-0.1	5	-0.1	-3
O=C(/C=C/c1ccco1)Nc1c[nH]c(=O)[nH]c1=O	0.6	-23	-1.3	52*

One compound at a time, as listed above:
Profile of O=C(NCc1ccccc1Cl)c1ccc(CNS(=O)(=O)c2ccc(F)cc2)cc1 → FBW7 act = 0.0; TEAD-YAP block = -4; GPR151 activ = 1.3; MITF primary = -10
Profile of COC(=O)Cc1c(C)c2cc(Cl)c(OCC(=O)OC(C)(C)C)cc2oc1=O → FBW7 act = 0.0; TEAD-YAP block = -7; GPR151 activ = 2.8; MITF primary = -12

(more compounds)
SMILES	FBW7 act	TEAD-YAP block	GPR151 activ	MITF primary
CCN1CCN(C(=O)CN2N=C(c3ccc(C)cc3)CCC2=O)CC1	1.2	-3	0.3	11
Cc1cc(CN(C)Cc2ccccc2OCC(O)CN2CCc3ccccc3C2)n[nH]1 (stereo unspecified)	0.2	6	0.3	9
Cn1c(=O)c2c(nc(N3CCCC3)n2Cc2ccccc2Cl)n(C)c1=O	0.1	1	0.2	3
Cc1[nH]c(=O)[nH]c(=O)c1S(=O)(=O)NCc1ccncc1	-0.1	-9	0.7	-13
CC1(C)Cc2ccccc2C(Nn2cnnc2)=N1	0.2	-10	-0.4	25
CC(=O)Oc1cccc(N2Cc3ccccc3C2=O)c1	-0.1	73*	-4.5	-2
O=C(O)/C=C\C(=O)Nc1ccccc1Cl	0.1	6	1.8	17
CC(=O)c1sc(NC(=O)c2ccc(C(C)(C)C)cc2)nc1C	-0.3	-37	-0.3	-11
O=C(c1nn2c(C(F)(F)F)cc(-c3ccccc3)nc2c1Cl)N1CCCCC1	-0.1	14	3.0	2
CCC(C)(C)n1nnnc1CN(Cc1ccccc1)Cc1cccs1	0.0	1	-1.2	76*
CCc1ccc(N2N=C(C)/C(=C/c3ccc(N(C)C)cc3)C2=O)cc1	0.1	5	0.1	8
CC1CCN(c2ncnc3c2c(-c2ccccc2)cn3-c2cccc(C(F)(F)F)c2)CC1	-0.1	5	0.8	-6
CCOc1ccc(C2CC(=O)n3nc(-c4cccc(C)c4)nc3S2)cc1 (stereo unspecified)	0.1	-13	-1.0	12
COc1ccc(/C(C#N)=C\N2CCOCC2)c(OC)c1	0.1	-6	0.4	-3
COc1ccc(NC(=O)Cc2c(F)cccc2Cl)cc1	0.5	-10	-1.9	16
O=C(Nc1nc2sc3c(c2c(=O)s1)CCCC3)c1ccc([N+](=O)[O-])cc1	0.0	0	-0.7	-5
CCn1c2ccccc2c2cc(NC(=O)c3ccc(=O)n(C)n3)ccc21	-0.2	1	0.5	1
N#C/C(C(N)=O)=C1/CCc2ccccc2N1	0.0	12	1.7	10
O=C(CSc1ccc2nnc(-c3cccc(F)c3)n2n1)NC1CCCC1	0.6	-24	1.8	-4
Cc1ccc(CN(Cc2cccnc2)C(=S)Nc2cccc(C)c2)cc1	-0.2	-8	1.8	4
CC(=O)c1ccc(N2CCN(C(=O)c3cc([N+](=O)[O-])ccc3N3CCOCC3)CC2)c(F)c1	0.1	13	-0.9	19
CCCCC1CN(CCC(=O)NCCOc2cccnc2)Cc2ccccc2O1 (stereo unspecified)	0.1	0	-0.7	19
CCC(=O)Nc1sc(C(=O)NC2CCCCC2)c(C)c1C(=O)OC	0.1	37*	0.0	-16
CCOC(=O)C1=CN(Cc2ccc(F)cc2)C=C(C(=O)OCC)C1c1ccc(C)c([N+](=O)[O-])c1	-0.2	0	3.0	3
Cc1cccc(CCNC(=O)CCCNS(=O)(=O)c2ccc3c(c2)CCC(=O)N3)c1	-0.2	1	-0.3	-1
CC1CCC(NS(=O)(=O)c2cc(Br)cnc2N)CC1 (stereo unspecified)	0.1	1	0.5	7
Nc1ncc(Br)cc1S(=O)(=O)N1CCC(Cc2ccccc2)CC1	-0.1	-6	0.4	-14
CC1(C)CC(=O)C(C=NCCN2CCN(C3CC(=O)N(c4ccc(Br)cc4)C3=O)CC2)=C(O)C1 (stereo unspecified)	-0.1	-1	1.6	1
CC1Cc2nc(SCC(=O)N3CCCC3)n(Cc3ccccc3)c(=O)c2S1 (stereo unspecified)	-0.1	5	0.3	6
Cc1ccc(CSCC2Nc3ccc(C(=O)O)cc3NC2=O)cc1 (stereo unspecified)	0.2	4	-0.7	8
O=C(COC(=O)CNS(=O)(=O)c1cc(C(F)(F)F)ccc1Cl)NC1CC1	0.0	5	0.6	13
COc1ccc(C(=O)CCC(=O)Nc2ccc(Cl)cc2Cl)cc1	0.2	0	-1.3	10
CCOC(=O)N1CCC(N2CCC(c3[nH]ncc3-c3ccccc3)CC2)CC1	0.0	2	0.7	-3
O=C(O)CC1(CC(=O)Nc2ccc3ccccc3c2)CCCCC1	0.0	3	-1.4	6
Cc1noc(C(=O)Nc2ccc(C#N)cc2)c1Cl	0.1	-1	-0.9	5
CCN(CC)CCNC(=O)C1c2cc(OC)c(OC)cc2C(=O)N(C)C1c1cccs1 (stereo unspecified)	0.1	-7	2.1	17
COc1cc2c(cc1OC)C1(CCCC1)CN=C2c1cccc([N+](=O)[O-])c1	0.1	-6	-1.1	1
NS(=O)(=O)c1ccc(CCNc2ccnc3cc(Cl)ccc23)cc1	0.2	4	-1.3	10
COc1ccc(C(=O)NCc2nnc(SCC(=O)N3CCc4ccccc43)n2-c2ccc(F)cc2)cc1OC	1.1	1	-1.0	13
CCn1cc2c(n1)C(=O)N(c1ccccc1)C1c3ccccc3C(=O)N21 (stereo unspecified)	0.1	-19	0.7	4
O=C(Nc1cccc(Cl)c1)/C(=C/c1ccccc1)NC(=O)c1ccccc1	0.0	1	-0.4	-10
S=c1nc(NCCCN2CCOCC2)cn[nH]1	0.2	-5	0.0	10
N[C@H](Cc1ccccc1Cl)c1nc2ccc(-c3ccncc3)cc2[nH]1	-1.1	22	0.6	15
NCCNC(=O)/C(=C1\Nc2ccc([N+](=O)[O-])cc2N1)[N+](=O)[O-]	-0.5	-3	0.7	8
CCc1ccc(S(=O)(=O)c2nnn3c2nc(NCCOC)c2sccc23)cc1	0.3	11	-0.2	10
COc1ccc2cc3c(N)c(C(=O)N4CCc5ccccc54)sc3nc2c1	0.5	3	-0.6	9
Cc1cc(NC(=O)CSc2nnc(CNC(=O)c3ccccc3)o2)no1	-1.9	-4	-1.3	33
O=C(NNC(=O)c1ccc(Br)o1)c1ccc(NC(=O)c2ccccc2)cc1	0.1	-3	2.5	13
